EBI2 antag: EBI2 (human) antagonism | EBI2 beta-arrestin recruitment, luminescence, 7a,25-OHC stimulated | inhibition, % at 5 µM | 360,000 tested, 0.81% active | AID 651636; in the data active = inhibition above about 38%;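 note: enzyme fragment complementation signal reports receptor beta-arrestin coupling in cells; 0% = agonist plus DMSO wells and 100% = wells without agonist; some results beyond the cut were filed as inactive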
Target sequence (P32249 whole entry, looked up, the tested form may be a part): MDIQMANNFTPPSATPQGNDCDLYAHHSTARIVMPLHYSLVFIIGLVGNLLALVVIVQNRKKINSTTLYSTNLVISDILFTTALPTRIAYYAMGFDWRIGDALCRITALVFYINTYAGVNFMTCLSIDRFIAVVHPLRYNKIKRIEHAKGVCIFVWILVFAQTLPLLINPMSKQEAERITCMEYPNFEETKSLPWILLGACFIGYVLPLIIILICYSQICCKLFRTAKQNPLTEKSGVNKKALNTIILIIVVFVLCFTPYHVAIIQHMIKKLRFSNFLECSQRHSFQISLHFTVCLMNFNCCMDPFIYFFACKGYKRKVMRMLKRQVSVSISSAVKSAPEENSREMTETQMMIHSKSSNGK
CXCR6 inh: CXCR6 (human) receptor inhibition; 360,000 tested, 0.36% active; O00574; inhibition, % at 20 µM; CHO-K1 PathHunter CXCR6 beta-arrestin, luminescence; in the data active = inhibition above about 34%, passing the limit was not always enough;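 note: antagonist mode with CXCL16 agonist at 10 nM final; 0% = 10 nM CXCL16 with DMSO and 100% = unstimulated wells without agonist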
Target sequence (O00574 whole entry, looked up): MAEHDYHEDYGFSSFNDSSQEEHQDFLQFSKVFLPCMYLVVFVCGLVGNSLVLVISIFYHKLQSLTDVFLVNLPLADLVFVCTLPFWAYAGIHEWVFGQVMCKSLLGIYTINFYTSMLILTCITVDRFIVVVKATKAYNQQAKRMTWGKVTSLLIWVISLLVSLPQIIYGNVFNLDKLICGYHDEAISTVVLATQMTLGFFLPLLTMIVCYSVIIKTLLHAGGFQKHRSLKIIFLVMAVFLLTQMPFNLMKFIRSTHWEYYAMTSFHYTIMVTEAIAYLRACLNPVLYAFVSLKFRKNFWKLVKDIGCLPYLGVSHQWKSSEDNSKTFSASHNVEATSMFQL
* marks the source's active call; other numbers are inactive results. Some of the compounds tested, so the mix of outcomes need not match the whole.

SMILES | EBI2 antag | CXCR6 inh
CC1(C(=O)NS(=O)(=O)C2CC2)CCCN(C(=O)c2cc3ccccc3s2)C1 (stereo not given) | -5 | 1
CCNC(=O)C1(C)CCCN(C(=O)c2ccc3ccccc3n2)C1 (stereo not given) | -11 | -3
Cc1ccc(CN2C(=O)C(F)(F)Oc3ccccc32)cc1 | 3 | 1
COc1cccc(NC(=O)C2(C)CCN2C(=O)CC2CCCC2)c1 (stereo not given) | 5 | 3
CN1CCC(OC2c3ccccc3CCc3ccccc32)CC1 | -12 | 8
Cc1ccc(S(=O)(=O)NC[C@H]2O[C@@H](n3ccc(N)nc3=O)[C@H](O)[C@@H]2O)s1 | -3 | 3
CCCC(=O)N1CCC1(C)C(=O)NS(=O)(=O)c1ccc(C)cc1 (stereo not given) | -1 | -6
Cn1c(=O)c2c(-c3ccccc3)n(-c3cc([N+](=O)[O-])ccc3O)cc2n(C)c1=O | 0 | 9
CCNC(=O)C1(C)CCN(Cc2cccc(C(F)(F)F)c2)C1 (stereo not given) | -11 | -4
CCC(=O)N1CCC(C)(C(=O)NCc2cccc(OC)c2)C1 (stereo not given) | -7 | 3
Cc1cc(NS(C)(=O)=O)c(=O)n(Cc2cccc(C(F)(F)F)c2)c1 | 2 | 5
C(=C\c1ccccc1)/CN1CCN(C(c2ccccc2)c2nnnn2C2CCCC2)CC1 (stereo not given) | 38 | 2
COc1cc(C(C)=O)ccc1OCC(=O)Nc1ccc(S(=O)(=O)N2CCCCC2)cc1 | 6 | -11
COc1cccc(C(O)c2ncc(-c3cccc(C(F)(F)F)c3)[nH]2)c1 (stereo not given) | 4 | -12
O=C(CCNC(=O)c1ccccc1Cl)Nc1ccc(S(=O)(=O)N2CCOCC2)cc1 | -3 | 3
Cc1cccc(C)c1-n1nnnc1C1(C)CCC(=O)N1CCCN1CCOCC1 (stereo not given) | 2 | -11
OC(c1cccc(F)c1)c1ncc(-c2ccc(Oc3ccccc3)cc2)[nH]1 (stereo not given) | 7 | -4
CC1CCN(S(=O)(=O)c2cc(C(=O)N3CCN(c4ccccc4)CC3)ccc2Br)CC1 | 17 | 0
C[C@H](CO)N1C[C@H](C)[C@H](CN(C)C(=O)Nc2cccc3ccccc23)OCc2cnnn2CCCC1=O | 5 | -1
Cc1cccnc1C(NC(=O)C1CCN(CCOc2ccc(F)cc2)CC1)c1ccc(Cl)cc1 (stereo not given) | 37 | 9
CCOC(=O)C1(C)CCCN(C(=O)c2ccc3snnc3c2)C1 (stereo not given) | 8 | 1
Cn1c(=O)c2cc(NC(=O)CC(C)(C)C)ccc2n1-c1ccccc1F | -4 | -5
O=S1(=O)CC(N2CCN(CC3CC3)CC2)CN1Cc1ccc(F)cc1 (stereo not given) | -1 | -4
O=C(NCc1ccc(F)cc1)c1cc(C2CCCN(S(=O)(=O)c3ccccc3)C2)on1 (stereo not given) | 19 | 5
COc1cccc(-c2cnc(C(O)c3cc(Cl)cc(Cl)c3)[nH]2)c1 (stereo not given) | -10 | -9
CS(=O)(=O)N1Cc2cc(C(=O)NCC3CC3)nc(-c3cccc(-c4cccnc4)c3)c2[C@@H]1CCO | 12 | -12
CCOc1cccc(Cc2c[nH]c(=O)[nH]c2=O)c1 | -7 | -9
CCOC(=O)[C@]12CCC=C1N(Cc1ccccc1)C(=O)[C@H](CC(=O)NCc1ccccc1)C2 | -2 | 0
Cc1ccsc1C(=O)N1CCCC1(C)C(=O)NCC(C)C (stereo not given) | -1 | -6
COc1cccc(-c2ccc3c(c2)N(Cc2ccccc2OC)C(=O)C(C)S3)c1 (stereo not given) | 27 | -1
CC1(C(=O)O)CCCN(C(=O)C2(c3ccc(Cl)cc3)CCCC2)C1 (stereo not given) | -7 | -10
Cc1nc2ccc(Cl)cc2n1C | -4 | -9
CCc1nc2ccc(C(=O)N3CCC(O)(Cc4ccccc4)CC3)cn2c1N(C)C(=O)Cc1ccccc1 | -10 | -5
Cc1ccc(NC(=O)COC(=O)CCc2c[nH]c3ccccc23)cc1 | -5 | -5
COc1cccc(-c2cnc3cccnn23)c1 | 0 | -4
Cc1ccc(Cc2c(-c3cccc(Br)c3)nc3ccc(Cl)cn23)cc1 | 1 | 1
Nc1ccn([C@@H]2O[C@H](CNCc3ccc(Oc4cc(-n5cccn5)ncn4)cc3)[C@@H](O)[C@H]2O)c(=O)n1 | 5 | 2
CCOC(=O)[C@]12CCC=C1N(Cc1ccc3c(c1)OCO3)C(=O)[C@H](CC(=O)NCc1ccc(C)o1)C2 | -6 | 0
COC(=O)c1c[n+]([O-])ccc1OC | -4 | 0
COc1ncccc1C(=O)N1CCCC(C(=O)Nc2cccc(-c3ccc(F)cc3)c2)C1 (stereo not given) | -4 | -8
CCOc1ccc(CCN2C(=O)C(=O)N([C@@H](Cc3ccc(O)cc3)CN3CCC[C@H]3CN3C(=O)C(=O)NC[C@@H]3CC(C)C)C[C@@H]2Cc2ccccc2)cc1 | -2 | 10
O=C(NCCc1ccccc1F)C1CC(=O)N(c2ccc3c(c2)OCCO3)C1 (stereo not given) | 4 | -6
COc1cc(Cl)cc(/C=N\NC(=O)c2ccc3c(c2)OCO3)c1O | 8 | -9
COc1ccc(NC(=O)C[C@H]2C(=O)N(c3ccc(OC)cc3)C[C@@H]2C)cc1 | -1 | -4
CCNC(=O)C1CCCN(C(=O)c2cccc3ccccc23)CC1 (stereo not given) | -13 | 1

Not a retest: an excerpt of the list.
SMILES | EBI2 antag | CXCR6 inh
CCc1nc2ccc(C(=O)N3CCC(O)(Cc4ccccc4)CC3)cn2c1N(C)C(=O)Cc1ccccc1 | -10 | -5
Cc1ccc(NC(=O)COC(=O)CCc2c[nH]c3ccccc23)cc1 | -5 | -5
COc1cccc(-c2cnc3cccnn23)c1 | 0 | -4
Cc1ccc(Cc2c(-c3cccc(Br)c3)nc3ccc(Cl)cn23)cc1 | 1 | 1
Nc1ccn([C@@H]2O[C@H](CNCc3ccc(Oc4cc(-n5cccn5)ncn4)cc3)[C@@H](O)[C@H]2O)c(=O)n1 | 5 | 2
CCOC(=O)[C@]12CCC=C1N(Cc1ccc3c(c1)OCO3)C(=O)[C@H](CC(=O)NCc1ccc(C)o1)C2 | -6 | 0
COC(=O)c1c[n+]([O-])ccc1OC | -4 | 0
COc1ncccc1C(=O)N1CCCC(C(=O)Nc2cccc(-c3ccc(F)cc3)c2)C1 (stereo not given) | -4 | -8
CCOc1ccc(CCN2C(=O)C(=O)N([C@@H](Cc3ccc(O)cc3)CN3CCC[C@H]3CN3C(=O)C(=O)NC[C@@H]3CC(C)C)C[C@@H]2Cc2ccccc2)cc1 | -2 | 10
O=C(NCCc1ccccc1F)C1CC(=O)N(c2ccc3c(c2)OCCO3)C1 (stereo not given) | 4 | -6
COc1cc(Cl)cc(/C=N\NC(=O)c2ccc3c(c2)OCO3)c1O | 8 | -9
COc1ccc(NC(=O)C[C@H]2C(=O)N(c3ccc(OC)cc3)C[C@@H]2C)cc1 | -1 | -4
CCNC(=O)C1CCCN(C(=O)c2cccc3ccccc23)CC1 (stereo not given) | -13 | 1

Next section
SMILES | EBI2 antag | CXCR6 inh
c1cc(-c2ccc3c(c2)CCO3)n2cnnc2c1 | 4 | -8
O=C1NC[C@H](CCCCN2C[C@H](Cc3ccccc3)N(CC3CCCCC3)C(=O)C2=O)N(CC2CCCCC2)C1=O | -1 | -3
CSc1ccccc1NC(=O)CN(C)C(=O)CNC(=O)c1ccc(Oc2ccccc2)cc1 | -7 | -8
Cc1ccc(F)cc1C(=O)N1CCCC(C)(C(=O)NS(=O)(=O)C2CC2)C1 (stereo not given) | 4 | 0
COc1ccc(C(N)c2csc(Nc3ccc(C(=O)NCCCO)cn3)n2)cc1 (stereo not given) | -2 | 3
FC(F)(F)c1ccccc1Cc1c(C2CCCCC2)nc2ccc(Cl)cn12 | 37 | 6
COc1ccc(CC(N)c2csc(Nc3ccc(C(C)=O)cc3)n2)cc1 (stereo not given) | -2 | -14
CCOC(=O)C1(C)CCCN1C(=O)c1ccc2ccccc2c1 (stereo not given) | -3 | -4
CCCCn1nnnc1C(c1cc2ccccc2o1)N1CCCC1 (stereo not given) | -10 | 3
O=C(CNC(=O)C12CC3CC(CC(C3)C1)C2)N1CCCC(C(F)(F)F)C1 (stereo not given) | -2 | 0
COc1ccccc1CNc1nc2cc(-c3sccc3C)sc2c(=O)n1C | 0 | 4
CCc1cccc(CC)c1NC(=O)C(CC)Sc1nc2ccsc2c(=O)n1CCC(=O)O (stereo not given) | -5 | -5
CC1(C(=O)NCCc2c[nH]c3ccccc23)CCN1Cc1ccccc1OC(F)F (stereo not given) | 10 | 2
CC1=C(C(=O)N(C)C)CC(CC(=O)NC(c2ccccc2)c2ccccc2)C(=O)N1CCCN1CCCC1=O (stereo not given) | -9 | -5
CCCCn1nnnc1C1(C)CCC(=O)N1Cc1ccc(OC)cc1 (stereo not given) | -5 | -10
CCOC(=O)N(C)C[C@H]1OCc2cnnn2CCCC(=O)N([C@H](C)CO)C[C@H]1C | 0 | 1
CC1(C(=O)Nc2cccnc2)Cc2c(-c3ccc4c(c3)OCO4)ccnc2O1 (stereo not given) | -1 | -1
Cc1ccc(NC(=O)C2(C)CCCN(C(C)C)C2)cc1C (stereo not given) | -10 | 0
COc1cc(CNC(=O)c2cc(-c3ccc(F)cc3OC)n[nH]2)cc(OC)c1 | 8 | -5
CCc1ccc(C(O)c2ncc(-c3ccc(C(F)(F)F)cc3)[nH]2)cc1 (stereo not given) | 19 | 2
Cc1cccc(NNC(=S)Nc2ccccc2)c1 | 1 | 14
CNC(=O)OCc1cocc1COC(=O)NC | 6 | -1
O=C(Nc1ccccc1[N+](=O)[O-])OCC=Cc1ccccc1 | 9 | -7
Cc1ccccc1CC(=O)Nc1ccc2c(c1)c(=O)n(C)n2-c1ccccc1F | 2 | 2
Cc1ccc(C)c(NC(=O)C2(C)CCCN2C(=O)C(C)C)c1 (stereo not given) | -10 | 6
CC(C)n1c(=O)c2ccccc2n1Cc1cn(-c2ccc(Cl)cc2)nn1 | 1 | 3
O=C(NC(c1ccc(F)cc1)c1ccc2ccccc2n1)C1CCN(CCOc2ccc(Cl)cc2Cl)CC1 (stereo not given) | 64* | 4
O=C(OCc1cn([C@@H]2C[C@H](c3ccc(Cl)cc3)N(C(=O)c3cccs3)C[C@H]2O)nn1)c1ccccc1 | 11 | 4
CC1=C(C(=O)N2CCCCCC2)CC(CC(=O)NCC2CCCCC2)C(=O)N1Cc1ccccc1 (stereo not given) | -15 | 6
Cc1cccc(C)c1N1CCN(C(c2ccnc3ccccc23)c2nnnn2-c2ccc3c(c2)OCCO3)CC1 (stereo not given) | 18 | 12
Nc1[nH]c(C(=O)c2ccccc2)c(-c2ccc(Cl)cc2)c1C(=O)NCc1ccco1 | 1 | -5
CC1=C(C(=O)N2CCOCC2)CC(CC(=O)NC(c2ccccc2)c2ccccc2)C(=O)N1Cc1ccc(C(C)(C)C)cc1 (stereo not given) | 20 | 22
Cc1ccc(N2C(=O)N(CC(=O)N3CCc4ccccc43)C(=O)C2C)cc1 (stereo not given) | -3 | -7
Cc1ccc(S(=O)(=O)NN2CCCCCC2)cc1 | -11 | 7
Cc1ccc(S(=O)(=O)N2C[C@H]3[C@H]4C(=O)N(c5ccccc5)C(=O)[C@H]4CC(=O)[C@H]3[C@@H]2c2ccccc2F)cc1 | -10 | 6
O=C(NC1CCCC1)C1c2ccccc2OCC(=O)N1CCc1ccccc1 (stereo not given) | -13 | 4
CC12CCC3c4ccc(O)c([N+](=O)[O-])c4CCC3C1CCC2=O (stereo not given) | 3 | 0
O=S1(=O)CC(N2CCCC2)CN1C1CCCC1 (stereo not given) | -4 | -4
CC(C)Oc1ccc(S(=O)(=O)N2CCOCC2)cc1NC(=O)c1ccc(Cl)c(S(=O)(=O)N2CCOCC2)c1 | 0 | 12
COc1ccc(OC)c(NC(=O)Nc2nc(CN(C)C)cs2)c1 | -8 | -8
Cc1ccc(S(=O)(=O)N2C[C@H]3N(C(=O)OC(C)C)N(C(=O)OC(C)C)C[C@H](OC(=O)NC4CC4)[C@@]3(O)C2)cc1 | 0 | -7
CCc1nc2ccc(C(=O)Nc3cccc(NS(C)(=O)=O)c3)cn2c1N(C=O)CCC(C)C | 6 | 0
Cc1ccc(-c2cc3nc(C)cc(N4CCN(C(=O)c5ccoc5)CC4)n3n2)cc1 | 20 | 1
CCOC(=O)C(Cc1ccc(O)cc1)NC(=O)c1cc2c(cn1)[nH]c1ccccc12 (stereo not given) | 22 | -8
Cc1ccccc1NS(=O)(=O)c1ccc(S(=O)(=O)N2CCCC2)cc1 | -4 | 0
CN(C)C1CN(Cc2cn(Cc3cccc(C(F)(F)F)c3)nn2)S(=O)(=O)C1 (stereo not given) | -11 | -5
COc1ccc(NC(=O)C2(C)CCN2CCc2ccccc2)cc1OC (stereo not given) | 3 | -3
CCN(CC)C(=O)c1cccc(-c2csc(C(O)c3ccc(OC)cc3)n2)c1 (stereo not given) | -8 | -5
C[C@@H](c1ccccc1)N1C[C@H](COCc2ccccc2)Oc2cc(N3CC[C@@H](O)C3)ccc2S1(=O)=O | 14 | 14
CC1(C)OC(=O)C2=C(C[C@@H](C3CCCCC3)O[C@H]2c2ccccc2)O1 | 4 | 3
CCCOc1ccc(F)cc1-c1cc(C(=O)NCc2cccs2)[nH]n1 | 11 | 6
CC1(C(=O)NCc2ccc(C(F)(F)F)cc2)CCN1Cc1cc2ccccc2o1 (stereo not given) | 6 | 3
CC1(C(=O)Nc2ccc3c(c2)OCCO3)CCC(=O)N1CCOc1ccccc1 (stereo not given) | -4 | 6
CCNC(=O)C1CCCN(C(=O)c2ccccc2F)CC1 (stereo not given) | -7 | 5
Cc1ccc([C@H]2N[C@]3(CCCN(Cc4ccc(Cl)cc4)C3=O)[C@H]3C(=O)N(C)C(=O)[C@@H]23)cc1 | -1 | 3
O=C(NCc1ccc(F)cc1F)[C@@H]1CCCN1C(=O)[C@@H]1CCCN1C(=O)c1cccs1 | -11 | -6
Nc1ncnc2c1ncn2[C@@H]1O[C@H](C(=O)N2CCC(F)(F)CC2)[C@@H](O)[C@H]1O | -14 | 0
